Assay outcomes as filed in PubChem BioAssay.
LAP4-GFP MLPCN = yeast TOR pathway LAP4-GFP modulation | GFP response vs DMSO, % at 10 µM | 320,000 tested, 0.34% active | S. cerevisiae LAP4-GFP multiplex, flow cytometry GFP, 3 h; median GFP as percent of DMSO wells | AID 2023;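 active means GFP response vs DMSO above a set limit, about the screen mean plus 3 SD, cut at about 150% in these data; inconclusive means under 70 cell events counted for the yeast strain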
RPL19A-GFP yeast = yeast TOR pathway RPL19A-GFP modulation; S. cerevisiae RPL19A-GFP strain, flow cytometry, 3 h; active compounds read low; percent response vs DMSO, % at 10 µM; 330,000 tested, 0.3% active; AID 2025;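 active means percent response vs DMSO below 50%; inconclusive means fewer than 70 events counted for the yeast strain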;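 further: median channel GFP fluorescence of the barcoded RPL19A-GFP strain; ratio of sample median GFP to plate DMSO average so 100% = DMSO; lower means less RPL19A-GFP as with rapamycin TOR inhibition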
MEP2-GFP yeast = modulators of TOR pathway MEP2-GFP in S. cerevisiae; S. cerevisiae MEP2-GFP strain, flow cytometry GFP, 3 h; 100% = DMSO control level; GFP response vs DMSO, % at 10 µM; 330,000 tested, 0.51% active; AID 2016;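 active means GFP response versus DMSO above a set limit, roughly screen mean plus 3 SD, cut at about 180% in these data; inconclusive means fewer than 70 cells counted for a yeast strain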;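 further: median GFP fluorescence of the barcode-gated MEP2-GFP cells per well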
AGP1 TOR yeast = yeast TOR pathway AGP1-GFP modulation; GFP response vs DMSO, % at 10 µM; 320,000 tested, 0.02% active; S. cerevisiae AGP1-GFP multiplex flow cytometry, 3 h; GFP as percent of DMSO wells;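 active means GFP response relative to DMSO above a set limit, near screen average plus 3 SD, cut at about 150% in these data; inconclusive means fewer than 70 cells counted for the yeast strain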;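 further: median GFP channel fluorescence of the gated AGP1 strain per well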
procasp7 counter = activates human procaspase-7, counter-screen for procaspase-3 activators | P55210 | recombinant procaspase-7, Ac-DEVD-pNA absorbance 405 nm; D23A/D198A/D206A triple mutant, cannot self-cleave; scale: DMSO 0, 5 µM enzyme 100 | activation, % at 8.5 µM | 330,000 tested, 0.093% active | AID 463210;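 active means percent activation above the screen-wide mean plus 3 SD, cut at about 25% in these data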
Target sequence (P55210 whole entry D23A/D198A/D206A): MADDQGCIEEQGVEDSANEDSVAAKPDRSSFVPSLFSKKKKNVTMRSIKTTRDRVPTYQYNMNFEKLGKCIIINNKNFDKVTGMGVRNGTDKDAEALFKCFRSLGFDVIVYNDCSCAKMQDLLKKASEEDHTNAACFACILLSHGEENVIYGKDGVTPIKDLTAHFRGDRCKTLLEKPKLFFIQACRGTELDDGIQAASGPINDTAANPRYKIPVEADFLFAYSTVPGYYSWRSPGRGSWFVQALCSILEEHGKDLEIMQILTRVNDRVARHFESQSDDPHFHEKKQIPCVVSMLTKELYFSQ
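Detection: p-Nitroaniline absorbance at 405 nm, read at 0 and 120 min; system: Uncleavable procaspase-7 mutant enzyme; evaluation: % activation from two-timepoint absorbance difference, scaled to controls; times: 1 h enzyme–compound preincubation and 2 h substrate reaction, both 25 °C; buffer or medium: Zinc-free HEPES pH 7.4 with 300 mM NaCl, 0.01% Triton X-100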
proCasp3 act = activators of human procaspase-3. P42574. recombinant procaspase-3 D3A, Ac-DEVD-pNA absorbance 405 nm. activation, % at 8.5 µM. 330,000 tested, 0.11% active. AID 463141;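 active means activation above the mean of all tested compounds plus 3 SD, cut at about 21% in these data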;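 further: 0% = DMSO alone and 100% = DMSO wells spiked with extra 5 µM PC-3 D3A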
Target sequence (P42574 whole entry D9A/D28A/D175A): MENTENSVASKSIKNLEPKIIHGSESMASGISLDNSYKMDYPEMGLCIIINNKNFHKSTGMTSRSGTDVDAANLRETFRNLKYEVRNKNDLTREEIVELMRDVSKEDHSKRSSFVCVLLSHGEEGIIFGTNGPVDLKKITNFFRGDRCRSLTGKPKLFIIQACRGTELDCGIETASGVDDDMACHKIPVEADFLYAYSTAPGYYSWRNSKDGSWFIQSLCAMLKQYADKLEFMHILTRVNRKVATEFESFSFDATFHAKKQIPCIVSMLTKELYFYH
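Compound: 8.5 µM single point, 0.8% DMSO / Material: Autoprocessing-dead procaspase-3 D3A mutant enzyme / Timing: 1 h preincubation plus 2 h reaction at 25 °C / Medium: Zinc-free HEPES/NaCl buffer with 0.01% Triton X-100 at pH 7.4 / Technique: 405 nm absorbance of p-nitroaniline, reads at 0 and 120 min / Repeats: one well per compound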
CIT2 TOR yeast = yeast TOR pathway CIT2-GFP modulation; S. cerevisiae CIT2-GFP strain, flow cytometry, 3 h; 100 means same as DMSO wells; GFP response vs DMSO, % at 10 µM; 320,000 tested, 0.065% active; AID 2029;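 active means GFP response relative to DMSO above a set limit, near the screen mean plus 3 SD, cut at about 150% in these data; inconclusive means Fewer than 70 cells measured for a yeast strain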;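 further: ratio of well median GFP fluorescence to mean of DMSO wells on the plate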
AHR act = human AHR activation; activation, % at 5 µM; P35869; AHR-responsive luciferase reporter cells, luminescence; AID 2796; 320,000 tested, 2.5% active; in the data active means activation above about 47%;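 further: 0% = vehicle wells and 100% = reference agonist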
An asterisk follows results filed as active; ? = inconclusive; . = not tested or not shown; [ ] = another dose, or the depositor's remark. Compounds as they come; any-hit rate near 3.5%.

entry	structure	LAP4-GFP MLPCN	RPL19A-GFP yeast	MEP2-GFP yeast	AGP1 TOR yeast	procasp7 counter	proCasp3 act	CIT2 TOR yeast	AHR act
1	Cc1c(CN(C)CCc2ccccc2)c(=O)n(-c2ccccc2)n1C	96	95	102	100	-8	-2	97	-1
2	CC1CCN(c2nc3ccccc3nc2C(C#N)C(=O)NC2CCCCC2)CC1 (stereo unspecified)	103	96	97	97	-9	-2	90	0
3	COCCn1cc(-c2csc(N)n2)c2ccccc21	105	96	100	100	-11	-11	93	14
4	COc1nc(N(C)C)nc(N2CC(=O)N(CCNS(=O)(=O)c3ccc(C)cc3)C2=N)n1	107	106	138	106	2	5	113	-1
5	CC1=CCC(C(=O)O)(C(=O)N/N=C/c2cccs2)C(c2ccc([N+](=O)[O-])cc2)C1 (stereo unspecified)	93	94	92	96	7	-3	90	0
6	CC(C)(C)c1cc(CCC(=O)NCc2ccncc2)cc(C(C)(C)C)c1O	85	109	114	102	-2	2	.	0
7	CCOC(=O)C1CCCN(CC(=O)c2c[nH]c3ccc(C)cc23)C1 (stereo unspecified)	107	96	98	105	2	1	101	7
8	COc1ccc(/C=C(\C#N)C(=O)N=CN(C)C)cc1	93	98	103	92	0	8	98	2
9	CN(c1ccccc1)S(=O)(=O)c1cccc(NC(=O)c2ccncc2)c1	113	101	100	113	-5	-9	110	3
10	CC(/C=C/c1ccccc1)=N\Nc1ccccc1[N+](=O)[O-]	104	99	98	106	-1	-3	101	6

Reformatted screen by screen: entries from further up
5: CC1=CCC(C(=O)O)(C(=O)N/N=C/c2cccs2)C(c2ccc([N+](=O)[O-])cc2)C1 (stereo unspecified)
6: CC(C)(C)c1cc(CCC(=O)NCc2ccncc2)cc(C(C)(C)C)c1O
7: CCOC(=O)C1CCCN(CC(=O)c2c[nH]c3ccc(C)cc23)C1 (stereo unspecified)
8: COc1ccc(/C=C(\C#N)C(=O)N=CN(C)C)cc1
Assay by compound	5	6	7	8
LAP4-GFP MLPCN	93	85	107	93
RPL19A-GFP yeast	94	109	96	98
MEP2-GFP yeast	92	114	98	103
AGP1 TOR yeast	96	102	105	92
procasp7 counter	7	-2	2	0
proCasp3 act	-3	2	1	8
CIT2 TOR yeast	90	.	101	98
AHR act	0	0	7	2

Remaining list, next part.
entry	structure	LAP4-GFP MLPCN	RPL19A-GFP yeast	MEP2-GFP yeast	AGP1 TOR yeast	procasp7 counter	proCasp3 act	CIT2 TOR yeast	AHR act
11	CC(c1ccco1)N(Cc1ccco1)C(=O)Nc1ccccc1 (stereo unspecified)	102	98	102	106	0	-7	102	-1
12	Cc1cc(=O)oc2cc(NC(=O)c3cc(F)ccc3F)ccc12	110	99	103	106	8	3	99	1
13	Cc1ccc2c(c1)c1nnc(SCC(=O)N3CCN(c4ccc(F)cc4)CC3)nc1n2CC(=O)O	99	100	110	99	0	-4	100	0
14	Cc1ccc(S(=O)(=O)NCCC(=O)OCC(=O)Nc2cccc(S(=O)(=O)NC3=NCCCCC3)c2)cc1	98	94	99	100	-4	-3	98	0
15	CCN1CCN(Cc2ccc(NC(=O)c3cc(NC(=O)c4cnn(-c5ccccc5)c4N)cc(OC)c3)cc2C(F)(F)F)CC1	121	94	87	82	3	3	89	0
16	CCOC(=O)c1cccc(N2C(=O)C3C(C(=O)NC4CC4)C4(C)C=CC3(O4)C2C(=O)NC(C)(C)C)c1 (stereo unspecified)	105	105	107	111	-13	4	119	-2
17	Cc1cccc(NC(=O)c2cccc(OC(=S)N3CCOCC3)c2)c1C	102	106	108	107	-5	-5	112	5
18	Cc1ccc(C(=O)CSc2nnc(-c3ccccc3)n2-c2ccccc2)o1	103	103	108	106	9	3	107	2
19	COC(=O)C1(C)NC(c2ccc(O)cc2)C2C(=O)N(c3ccc(F)cc3)C(=O)C21 (stereo unspecified)	91	106	111	95	-7	-8	100	1
20	CCOc1ccc(N2CC(C(=O)Nc3nnc(CC)s3)CC2=O)cc1 (stereo unspecified)	97	100	101	100	1	-3	100	6
21	N/C(=N\OC(=O)CC1CCCCC1)c1cccc([N+](=O)[O-])c1	92	94	93	89	-6	-5	83	4
22	COc1ccc(NC(=O)CNC(=O)c2ccco2)cc1	89	103	102	103	6	-1	107	7
23	Cc1occc1-c1nnc(SCC(=O)NC(C)(C)C)n1C(C)c1ccccc1 (stereo unspecified)	99	102	101	101	6	-7	95	3
24	O=C(NCCO)c1ccccc1O	100	101	95	100	-6	-4	94	11
25	Cc1cc(Nc2ccc(F)c(Cl)c2)n2ncnc2n1	105	100	103	102	-3	-3	100	4
26	Cc1ccccc1S(=O)(=O)/N=C(/c1ccccc1)N(C)C	101	101	103	104	10	5	100	0
27	O=C(C1CCCN(c2ncnc3c2nc2n3CCCCC2)C1)N1CCN(c2ccc(Cl)cc2)CC1 (stereo unspecified)	89	81	75	75	7	-2	78	-2
28	C=CCNC(=O)c1ccc(Cl)cc1Cl	102	103	106	102	15	-1	96	4
29	COc1ccc(NC(=O)Cc2c(F)cccc2Cl)c(OC)c1	107	105	104	96	3	2	95	3
30	O=C(CN(C1CCCCC1)S(=O)(=O)c1ccc(F)cc1)NCCCO	95	88	110	88	8	-9	90	1
31	CC(=O)Oc1ccc(C2=NN(c3ccccc3)C(c3ccccc3)C2)cc1 (stereo unspecified)	93[may fluoresce violet]	97[may fluoresce violet]	111[may fluoresce violet]	76[may fluoresce violet]	-19	-22	?	7
32	O=C(Nc1ccon1)c1cc2c(s1)CCCCCC2	115	98	106	93	-6	-7	99	35
33	CC12CCC(C(=O)Nc3nccs3)(OC1=O)C2(C)C (stereo unspecified)	96	100	103	98	-9	-9	93	6
34	COC(=O)C1=C(C)OC(N)=C(C#N)C1c1ccccc1F (stereo unspecified)	109	105	102	111	15	7	.	1
35	O=C(c1ccccc1)n1nnc2ccccc21	141	86	78	77	0	4	68	2
36	O=C(c1cccc(Cl)c1)C1CCCN(S(=O)(=O)c2ccccc2)C1 (stereo unspecified)	103	114	105	104	3	11	105	-1
37	COc1ccc(Nc2nc(C)cc(=O)[nH]2)cc1	96	98	103	100	-4	4	109	4
38	Cc1ccc(CN(C(=O)N2CCN(C)CC2)S(=O)(=O)c2ccc(C)cc2)cc1	105	99	103	98	0	6	91	8
39	CCCn1c(N)c(C(c2ccc(OC)cc2)N2CCN(c3ccccc3)CC2)c(=O)[nH]c1=O (stereo unspecified)	99	96	95	100	0	6	97	8
40	COc1ccc(S(=O)(=O)N2CCCCCC2)cc1C(=O)N(C)Cc1c(F)cccc1Cl	84	89	92	90	-5	-1	89	0

The closing 7 compounds of the part above lead into the next.
entry	structure	LAP4-GFP MLPCN	RPL19A-GFP yeast	MEP2-GFP yeast	AGP1 TOR yeast	procasp7 counter	proCasp3 act	CIT2 TOR yeast	AHR act
34	COC(=O)C1=C(C)OC(N)=C(C#N)C1c1ccccc1F (stereo unspecified)	109	105	102	111	15	7	.	1
35	O=C(c1ccccc1)n1nnc2ccccc21	141	86	78	77	0	4	68	2
36	O=C(c1cccc(Cl)c1)C1CCCN(S(=O)(=O)c2ccccc2)C1 (stereo unspecified)	103	114	105	104	3	11	105	-1
37	COc1ccc(Nc2nc(C)cc(=O)[nH]2)cc1	96	98	103	100	-4	4	109	4
38	Cc1ccc(CN(C(=O)N2CCN(C)CC2)S(=O)(=O)c2ccc(C)cc2)cc1	105	99	103	98	0	6	91	8
39	CCCn1c(N)c(C(c2ccc(OC)cc2)N2CCN(c3ccccc3)CC2)c(=O)[nH]c1=O (stereo unspecified)	99	96	95	100	0	6	97	8
40	COc1ccc(S(=O)(=O)N2CCCCCC2)cc1C(=O)N(C)Cc1c(F)cccc1Cl	84	89	92	90	-5	-1	89	0
41	Cc1nn(CC(=O)NC(=O)c2ccccc2)c(C)c1[N+](=O)[O-]	91	97	94	90	-4	4	90	1
42	Cc1sc2nc(CSc3nnc(Cc4cccs4)n3C3CCCCC3)[nH]c(=O)c2c1C	94	106	104	109	-10	-6	105	3
43	Cc1ccc(NC(=O)C2CCCO2)c(Br)c1 (stereo unspecified)	114	103	108	107	4	11	107	-2
44	COc1ccc(Oc2nc3c(c(=O)n(C)c(=O)n3C)n2Cc2ccccc2)cc1	86	89	89	84	3	-9	86	1
45	O=C(/C=C/c1ccc2c(c1)OCO2)c1ccco1	101	94	92	97	-4	-9	95	5
46	CC(=O)Nc1cccc(C(=O)OCC(=O)NC(=O)c2ccccc2)c1	91	89	89	90	-9	-3	104	-3
47	O=C(COc1ccccc1[N+](=O)[O-])N/N=C/c1cccs1	93	101	101	96	3	1	97	22
48	Cc1n(CC(=O)c2ccc(F)cc2)c2ccccc2[n+]1C	92	107	107	99	-2	1	96	26
49	Cc1ccnc(N2CCC(C(=O)NNC(=O)c3ccccc3C)CC2)n1	101	101	104	98	0	9	107	0
50	COc1cccc2c1cc1c(=O)n(CC(=O)N3CCC(C)CC3)nc(C)n12	100	96	115	94	-2	6	97	18
51	CC1(c2ccc(Cl)cc2)NC(=O)N(CC(=O)NC(=O)NCc2ccco2)C1=O (stereo unspecified)	104	103	110	110	6	8	107	0
52	CC1CCN(C(=O)COC(=O)CCC(=O)c2ccc(F)cc2)CC1	100	98	103	101	-1	3	102	2
53	COc1ccc2oc(C(=O)OCC(=O)NCC3CCCO3)c(C)c2c1 (stereo unspecified)	109	99	98	110	-3	5	103	2
54	CCOc1ccc2nc(SCC(=O)NC3CCCCC3)[nH]c2c1	98	99	105	75	11	-2	97	13
55	CS(=O)(=O)N1CCN=C1SCc1ccc(Br)cc1	104	99	101	103	-5	5	103	2
56	COC(=O)c1sccc1S(=O)(=O)Nc1ccc(C)cc1	108	101	99	89	9	0	110	-2
57	COc1ccc(NC(=O)CC(C(=O)O)N2CCCCC2)cc1 (stereo unspecified)	108	109	108	.	-9	-14	110	1
58	CC(C)(C)C(=O)N=C1SC2CS(=O)(=O)CC2N1c1ccc2c(c1)OCO2 (stereo unspecified)	95	100	97	101	15	2	97	1
59	C/C(=N\NC(=O)c1n[nH]c2c1CCC2)c1ccco1	99	93	90	98	11	3	85	15
60	C/C(COc1ccccc1)=N\NC(=O)c1nnn(-c2nonc2N)c1CSc1ccccc1	73	89	92	75	-11	7	99	20
61	COc1ccc(-c2oc3ncnc(NCCCN4CCOCC4)c3c2-c2ccc(OC)cc2)cc1	100	104	109	104	5	6	92	0
62	CC1(c2ccc3ccccc3c2)NC(=O)N(CC(=O)N2CCN(Cc3ccccc3)CC2)C1=O (stereo unspecified)	106	97	95	103	-6	6	98	-7
